# Screening data from PubChem BioAssay.
# PAFAH1B2 inh: inhibitors of human PAFAH1B2 | recombinant PAFAH1B2, FP-rhodamine activity probe, fluorescence polarization | inhibition, % at 3.39 µM | P68402 | AID 492953 | 1.2% of 340,000 active;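 active = inhibition above the mean of all tested compounds plus 3 SD, cut at about 24% in these data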;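 note: 0% = enzyme with DMSO and 100% = wells lacking PAFAH1B2; many of its hits are not listed in these tables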
# Target sequence (P68402 whole entry, looked up): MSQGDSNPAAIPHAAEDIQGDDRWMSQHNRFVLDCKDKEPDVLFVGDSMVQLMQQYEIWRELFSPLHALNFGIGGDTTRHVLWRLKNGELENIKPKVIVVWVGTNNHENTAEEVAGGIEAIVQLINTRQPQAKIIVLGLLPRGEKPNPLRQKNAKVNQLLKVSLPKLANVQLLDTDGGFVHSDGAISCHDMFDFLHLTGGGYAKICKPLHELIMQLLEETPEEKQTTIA
# GSTO1 inh: GSTO1 inhibition, counter-screen for RBBP9 inhibitors | P78417 | recombinant GSTO1, activity-based probe fluorescence polarization | inhibition, % at 5.96 µM | 1.1% of 300,000 active;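 active = inhibition above the campaign mean inhibition plus 3 SD, cut at about 35% in these data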;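 note: 0% = GSTO1-1 with DMSO and 100% = wells lacking GSTO1-1 enzyme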
# Target sequence (P78417 whole entry, looked up): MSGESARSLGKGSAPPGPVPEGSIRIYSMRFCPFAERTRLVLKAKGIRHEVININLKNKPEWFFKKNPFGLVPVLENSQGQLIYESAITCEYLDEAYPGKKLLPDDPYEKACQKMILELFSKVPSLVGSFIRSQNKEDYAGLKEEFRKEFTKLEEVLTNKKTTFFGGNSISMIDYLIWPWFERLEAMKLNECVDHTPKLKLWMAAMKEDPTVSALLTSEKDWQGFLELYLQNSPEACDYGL
# PAD4 FP inh: inhibitors of human PAD4; inhibition, % at 6.36 µM; AID 485272; recombinant PAD4, RCA probe fluorescence polarization; Q9UM07; 0.41% of 330,000 active;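 active = percent inhibition above a cutoff equal to the mean of all tested compounds plus 3 SD, cut at about 15% in these data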;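 note: 0% = PAD4 with RCA probe and DMSO and 100% = probe without PAD4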
# PAFAH1B3 inh: inhibitors of human PAFAH1B3. Q15102. recombinant PAFAH1B3, FP-rhodamine probe, fluorescence polarization. AID 492972. inhibition, % at 3.39 µM. 0.28% of 340,000 active;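 active = inhibition above the screen-wide average of all tested compounds plus 3 SD, cut at about 25% in these data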;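 note: 0% = enzyme with DMSO only and 100% = wells lacking PAFAH1B3 protein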
# Target sequence (Q15102 whole entry, looked up): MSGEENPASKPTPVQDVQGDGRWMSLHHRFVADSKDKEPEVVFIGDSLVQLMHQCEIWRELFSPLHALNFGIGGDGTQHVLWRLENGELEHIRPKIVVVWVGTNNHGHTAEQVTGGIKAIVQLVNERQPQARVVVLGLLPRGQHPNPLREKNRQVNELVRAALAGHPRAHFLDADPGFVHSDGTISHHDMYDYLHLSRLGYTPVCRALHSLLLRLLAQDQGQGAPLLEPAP
# LYPLA1 inh: blocks human lysophospholipase 1, a PME1 counter-screen; O75608; recombinant LYPLA1, FP-Rh probe fluorescence polarization; inhibition, % at 5.9 µM; 0.16% of 320,000 active;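 active = inhibition above the mean of all tested compounds plus 3 SD, set per campaign, cut at about 14% in these data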;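 note: inhibitors block serine hydrolase probe labeling of LYPLA1 so polarization falls; 0% = enzyme with DMSO and 100% = wells lacking LYPLA1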
# PME-1 primary: blocks human protein phosphatase methylesterase 1 | recombinant PME-1, FP-Rh probe fluorescence polarization | inhibition, % at 5.9 µM | 0.53% of 320,000 active | Q9Y570;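 active = inhibition above the campaign mean of all compounds plus 3 SD, cut at about 26% in these data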;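 note: competitive labeling of PME-1 active site by serine hydrolase directed probe; 0% = PME-1 with DMSO and 100% = wells lacking PME-1 enzyme; inhibitors block probe labeling so polarization falls and inhibition rises; many of its hits are not listed in these tables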
# PREPL inhibitor: human PREPL enzyme inhibition; inhibition, % at 5.96 µM; 0.68% of 320,000 active; AID 2751; Q4J6C6; recombinant PREPL, fluorescence polarization activity-based probe; in the data active = inhibition above about 43%;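 note: 0% = enzyme with DMSO and 100% = wells lacking enzyme; many of its hits are not listed in these tables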
# pPAFAH FP inh: pPAFAH (human) enzyme inhibition. inhibition, % at 3.39 µM. AID 463082. recombinant pPAFAH, FP-rhodamine probe fluorescence polarization. 1.5% of 330,000 active;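 active = inhibition above the mean inhibition across the screen plus 3 SD, cut at about 25% in these data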;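 note: inhibitors block binding of the rhodamine activity-based probe so polarization drops; 0% = enzyme with DMSO and 100% = wells lacking pPAFAH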
# LYPLA2 inh: blocks human lysophospholipase 2, a PME1 counter-screen; AID 2177; 0.38% of 320,000 active; recombinant LYPLA2, FP-Rh probe fluorescence polarization; O95372; inhibition, % at 5.9 µM;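 active = inhibition above the screen-wide mean plus 3 SD, limit set per campaign, cut at about 26% in these data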;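 note: 0% = LYPLA2 with DMSO and 100% = wells lacking LYPLA2 enzyme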
# Target sequence (O95372 whole entry, looked up): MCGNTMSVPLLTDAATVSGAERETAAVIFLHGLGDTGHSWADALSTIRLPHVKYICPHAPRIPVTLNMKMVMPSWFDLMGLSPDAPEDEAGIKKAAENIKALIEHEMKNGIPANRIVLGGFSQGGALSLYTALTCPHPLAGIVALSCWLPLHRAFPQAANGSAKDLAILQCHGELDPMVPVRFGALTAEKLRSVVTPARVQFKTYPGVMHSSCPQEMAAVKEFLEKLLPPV
# Active calls of the source: *; · = no result given. An excerpt, so the mix of outcomes need not match the whole.
SMILES,PAFAH1B2 inh,GSTO1 inh,PAD4 FP inh,PAFAH1B3 inh,LYPLA1 inh,PME-1 primary,PREPL inhibitor,pPAFAH FP inh,LYPLA2 inh
O=C(COc1ccccc1)Nc1cc(C(F)(F)F)ccc1N1CCCC1,3.3,21.1,-2.8,7.1,0.5,4.6,4.2,6.9,2.4
CCOC(=O)c1[nH]c(=O)[nH]c1CN(Cc1ccco1)Cc1[nH]c(=O)[nH]c1C(=O)OCC,-2.4,-5.8,-4.8,0.7,1.6,-1.3,23.2,1.8,-2.1
COc1cc(/C=C/C(=O)OCC(=O)Nc2ccc3c(c2)OCO3)ccc1O,-1.3,·,-6.4,2.7,·,·,11.7,4.5,·
CC1(C)O[C@@H]2[C@H](O1)[C@@H](CO)O[C@H]2n1cc(Br)c(=O)[nH]c1=O,-0.7,·,0.9,7.9,·,·,11.0,-4.9,·
COc1ccc(CN2[C@@H](CC(C)=O)c3cc(C(F)(F)F)ccc3S2(=O)=O)cc1,3.7,0.5,0.1,-2.0,4.8,-0.4,4.1,3.0,6.2
O=C(c1cccc(Cl)c1Cl)N1CCN(c2ccccn2)CC1,1.7,5.9,3.5,-5.3,0.4,4.1,9.2,4.4,0.4
Cc1cc(NC(=O)CSc2ccc(-c3ccc(Br)cc3)nn2)no1,-2.7,0.7,0.3,-0.4,-2.3,-1.2,1.3,2.4,-4.6
Cc1ccc2c(c1)C(C)CC(C)(C)N2C(=O)CN1CCN(C)CC1 (configuration not stated),1.8,-8.9,-0.9,-2.8,1.7,-1.5,0.2,2.5,5.1
CCc1ccc(N2CN(Cc3ccco3)CNC2=S)cc1,6.3,-0.4,-1.2,-5.9,5.3,0.0,16.8,0.0,5.3
COc1cc(Cl)c(C)cc1NC(=O)CN(C)Cc1cccc(OC)c1OC,-4.7,10.6,-4.8,4.9,-2.3,-0.8,8.0,2.6,-4.4
Cc1cccc(-c2nc(CS(=O)CC(=O)NCCc3ccccc3)c(C)o2)c1 (configuration not stated),7.8,0.4,-0.4,1.3,-0.3,-1.2,-4.6,1.2,-6.1
O=S1(=O)CCOCCCN1Cc1ccccc1F,5.3,1.6,0.8,9.8,-1.4,-8.5,7.1,-8.0,-3.0
COc1cc(-c2noc(C)c2/C=C/c2cccc([N+](=O)[O-])c2)cc(OC)c1OC,-5.5,-1.7,-5.7,11.6,-7.4,5.7,7.8,7.0,-7.5
COc1ccc(OC)c(N(CC(=O)N2CCC(C)CC2)S(=O)(=O)c2ccccc2)c1,3.0,-2.8,-8.7,6.2,-0.7,6.5,5.1,4.7,-3.6
O=C(C[n+]1ccc(C(=O)N/N=C/c2ccc(Cl)cc2Cl)cc1)c1ccccc1,3.0,11.7,3.9,-2.1,-5.4,8.8,45.0*,7.0,0.2
C[C@H](NC(=O)c1nc[nH]c1C(=O)NCc1ccccc1)C(=O)OC(C)(C)C,3.2,7.8,2.3,1.2,-1.7,1.4,-1.5,5.9,-5.4
NC(=O)COC(=O)c1ccc2c(c1)S(=O)(=O)c1ccccc1C2=O,-1.5,4.1,-2.8,-0.8,1.7,3.1,-1.6,1.9,4.4
O=C(c1cc(C2CC2)on1)N1CCN(c2ccc(F)cc2)CC1,0.2,7.7,2.8,-4.5,9.5,-1.2,6.0,4.6,6.0
OC(COCc1ccccc1F)CN1CCCCC1 (configuration not stated),2.9,1.6,-3.1,1.1,-0.8,-2.8,2.5,-5.0,5.8
O=C(CSc1nnc(-c2cccc(S(=O)(=O)N3CCCCC3)c2)o1)c1ccc[nH]1,7.6,-2.6,-4.4,-0.1,0.9,-4.1,1.8,6.6,-4.2
O=C(Nc1c(-c2ccccc2)nc2c(Br)cc(Br)cn12)c1ccco1,-6.8,4.7,-1.0,-8.1,-1.6,-2.5,5.8,-3.0,5.1
COc1ccc(OC)c(S(=O)(=O)NC2CCCCNC2=O)c1 (configuration not stated),3.1,3.3,-0.6,7.0,-8.1,-5.3,21.7,-0.8,-2.1
CCN1C(=NCCOC)N[C@@H](c2cccc(C(F)(F)F)c2)C(C(=O)OC)=C1C,1.7,·,0.4,0.6,·,·,21.6,1.4,·
Cc1ccccc1NC(=O)C(C)N1C(=O)c2ccccc2C1=O (configuration not stated),-2.5,6.0,-4.8,-2.4,-0.4,0.7,10.6,3.5,-6.9
O=C(c1ccc(N2CCCCS2(=O)=O)cc1)N1CCN(c2ccc(N3CCOCC3)nn2)CC1,7.4,4.3,-0.6,-1.4,-4.7,-1.4,2.2,4.4,0.0
CC(=O)N1CCN(C(=O)CNc2cc(C(F)(F)F)ccc2OCC(F)(F)F)CC1,0.2,7.9,2.2,-0.3,1.9,-2.2,14.3,1.7,0.8
O=C(COC(=O)c1cc(S(=O)(=O)N2CCOCC2)ccc1F)NC1CC1,3.3,·,1.6,9.3,·,·,1.3,2.8,·
O=C(/C=C/c1ccco1)Nc1nnc(-c2ccco2)s1,-8.1,7.3,-4.1,1.4,-4.2,-4.8,-4.4,1.7,-0.2
COc1ccccc1CNC(=O)COC(=O)c1cc(S(=O)(=O)N2CCOCC2)ccc1Cl,1.4,12.3,-2.8,5.9,1.3,2.5,6.0,1.1,-1.6
CCOC(=O)C(C)Oc1ccc(NC(=O)C(Cl)Cl)cc1 (configuration not stated),-0.7,5.5,-4.1,10.3,1.9,0.4,-0.2,2.1,2.2
Cc1cc(NC(=O)Cn2nc(C(F)(F)F)c3c2CCC3)n(-c2ccccc2)n1,0.3,0.8,-1.8,11.9,0.4,0.5,4.8,-0.8,1.6
O=C(C1CCCN(S(=O)(=O)c2ccccc2)C1)N1CCCc2ccccc21 (configuration not stated),16.3,7.4,1.0,2.4,-0.3,1.7,11.9,0.0,6.3
CS(=O)(=O)N(CCc1ccccc1)CC(=O)Nc1ccc(OCc2ccccc2)cc1,17.4,1.8,1.4,-5.4,-1.2,-3.4,1.7,1.1,4.6
CC(=O)c1ccc(N(C(=O)c2csnn2)C(C(=O)NC(C)(C)C)c2cccs2)cc1 (configuration not stated),5.4,-1.1,-3.6,3.1,0.3,1.6,15.9,-3.1,-6.2
O=C(O)CC(NC(=O)C1CCCCC1)c1cc([N+](=O)[O-])ccc1Cl (configuration not stated),6.0,-3.0,2.3,5.3,-2.4,0.5,-3.3,1.6,-0.4
C=CCNC(=S)NNC(=O)c1ccc(OC(C)C)cc1,4.7,4.1,0.9,12.5,-2.7,0.0,-2.8,5.5,-1.8
NC(=O)c1c(NC(=O)c2cc3ccccc3o2)sc2c1CCC2,6.6,-6.0,-7.1,-3.9,-0.7,-4.8,13.6,11.1,-8.2
O=S(=O)(NCC1CCCO1)c1ccccc1F (configuration not stated),5.4,5.1,-0.3,-1.3,2.3,-3.8,1.2,2.3,0.7
Cc1ccc(CCNC(=O)CCNS(=O)(=O)c2ccc3c(c2)oc(=O)n3C)cc1,6.5,7.9,-3.0,4.2,-0.5,-1.9,6.4,9.2,-0.6
CCCN(CCC)C(=O)c1ccc2c(=O)n(Cc3ccco3)c(=S)[nH]c2c1,-1.8,-1.9,1.7,6.9,-2.6,12.9,6.4,-0.9,-7.4
CN(O)/C=C1\C(=O)Nc2ccccc21,1.4,16.7,-2.3,8.1,-0.5,1.3,4.1,-0.9,3.9
Cc1ccc(Nc2nc(Nc3ccc(C)cc3)nc(SC3=NCCS3)n2)cc1,-3.6,-14.2,4.6,-16.6,-9.2,-20.9,8.3,-5.0,-25.3
CCOC(=O)CSc1cc(CS(C)(=O)=O)nc(-c2ccccn2)n1,7.4,5.5,0.7,12.9,-0.6,1.1,-2.9,1.0,-5.0
CC(C)=C1C2CCC1C1C(=O)N(CCc3ccccc3)C(=O)C21 (configuration not stated),5.3,6.2,1.0,-1.6,3.6,-1.1,-11.3,1.6,1.4
COc1ccc(C2NC(=O)CS2)cc1OC (configuration not stated),4.8,-0.7,-3.1,8.0,3.8,2.1,-14.0,-7.5,1.6
Cc1cc(C)n(CC(O)COc2ccc(Cl)cc2Cl)n1 (configuration not stated),2.9,5.7,0.2,3.7,-0.5,2.5,-0.7,-5.4,-7.6
Cc1cc(Cl)ccc1OCc1n[nH]c(=S)n1C1CCCCC1,5.7,-8.9,-5.5,9.2,-2.7,-1.9,-18.3,3.3,2.7
CCCCn1c(N)c(N(CCC(C)C)C(=O)c2cccc(N3C(=O)c4ccccc4C3=O)c2)c(=O)[nH]c1=O,1.6,9.3,-0.2,7.3,2.1,-0.8,-0.2,1.2,6.2

# Reformatted with bars between the fields: part of the list above.
mol | PAFAH1B2 inh | GSTO1 inh | PAD4 FP inh | PAFAH1B3 inh | LYPLA1 inh | PME-1 primary | PREPL inhibitor | pPAFAH FP inh | LYPLA2 inh
CC(C)=C1C2CCC1C1C(=O)N(CCc3ccccc3)C(=O)C21 (configuration not stated) | 5.3 | 6.2 | 1.0 | -1.6 | 3.6 | -1.1 | -11.3 | 1.6 | 1.4
CCCN(CCC)C(=O)c1ccc2c(=O)n(Cc3ccco3)c(=S)[nH]c2c1 | -1.8 | -1.9 | 1.7 | 6.9 | -2.6 | 12.9 | 6.4 | -0.9 | -7.4

# (more compounds)
SMILES,PAFAH1B2 inh,GSTO1 inh,PAD4 FP inh,PAFAH1B3 inh,LYPLA1 inh,PME-1 primary,PREPL inhibitor,pPAFAH FP inh,LYPLA2 inh
Cc1ccc(C)c(N2CCN(CCCNC(=O)CCC(=O)N3CCOc4ccc(Cl)cc43)CC2)c1,·,2.6,-1.9,·,0.7,0.1,26.2,8.2,-3.9
CCCC1(c2ccccc2)NC(=O)N(CC(=O)Nc2cc(C)ccc2OC)C1=O (configuration not stated),8.7,-5.2,-2.8,0.6,1.1,-4.9,-7.4,-2.1,-7.6
C=CCNC(=O)c1ccc(-c2nc(-c3ccc(Cl)c(Cl)c3)cs2)cc1,-3.4,2.7,-1.9,-7.1,-3.6,-17.3,-3.7,2.2,1.1
O=C(Nc1cccc(Br)c1)c1ccc2nc(N3C(=O)CCC3=O)sc2c1,-10.2,-69.3,-8.4,-22.1,-27.1,-31.5,1.1,-7.6,-34.5
CCN(CC)c1ccc2c(c1)OC(N)=C(C#N)C2c1cccnc1 (configuration not stated),-31.8,-17.4,-4.1,-35.8,-5.6,-12.2,-4.6,-0.7,-8.4
COC(=O)c1ccccc1NC(=O)c1cnn2c(C(F)F)cc(C3CC3)nc12,5.3,4.3,-1.7,6.6,0.6,-1.6,-0.1,3.8,-0.9
Cc1ccc(-c2ccnc(-c3ccc(O)cc3)n2)cc1,-6.8,-10.7,-8.4,-0.6,-6.9,-2.5,2.6,-6.8,-10.4
O=c1c2ccccc2nc(-c2ccc(Br)cc2)n1Cc1ccccc1,-1.0,-2.8,0.5,14.4,-3.3,0.7,17.8,-0.9,-1.4
CCCCC(=O)NC(=S)Nc1cc(C(=O)O)ccc1OC,-0.8,6.7,-2.0,10.0,0.5,0.8,-0.4,1.3,-2.0
Cc1cc(C)cc(Oc2nc3ccccn3c(=O)c2/C=C(\C#N)C(=O)NC2CCS(=O)(=O)C2)c1 (configuration not stated),·,1.3,2.8,·,0.8,4.4,16.2,2.4,-7.2
Cc1c(Cl)cccc1-n1ccnc1SCC(=O)O,4.3,3.8,1.1,3.4,-3.5,2.0,8.7,5.2,-1.7
CCC(C)S(=O)(=O)c1snnc1C (configuration not stated),4.7,3.9,-6.1,-1.0,-0.1,-3.6,-2.1,1.5,-6.9
COc1ccc(OCC(=O)C2CC2)c(C#N)c1,0.1,4.6,1.7,6.0,-1.2,10.1,4.2,-2.5,2.9
Cn1c(CNC(=O)c2ccco2)nnc1SCC(=O)Nc1cccc(Br)c1,6.9,1.8,-4.7,0.8,-2.1,-4.2,12.3,-1.2,-10.2
COc1ccc(C(c2c(NC(=O)c3ccco3)sc(C)c2C)N2CCOCC2)cc1OC (configuration not stated),4.5,·,2.6,-3.5,-0.4,3.5,14.1,3.8,6.9
